NadD inh = NadD (S. aureus) enzyme inhibition | purified NadD enzyme, colorimetric absorbance read-out | inhibition, % at 20 µM | 0.78% of 360,000 active | AID 602399; in the data active means inhibition above about 26%; further: some compounds past the cut are filed as inactive
CSN deneddyl inh = inhibitors of human CSN-mediated cullin deneddylation; inhibition, % at 12.5 µM; 0.38% of 360,000 active; Purified CSN, SCF-Nedd8-OG deneddylation, fluorescence polarization;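 active means pattern-corrected inhibition above about 35%, with an unprinted fluorescence ratio check between 0.5 and 1.5, limit read from the data, passing the limit was not always enough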;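 further: 0% = enzyme with substrate and 100% = substrate without enzyme; some results filed as inactive read as strong as hits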
Target sequence (Q92905 whole entry, looked up, one chain of several): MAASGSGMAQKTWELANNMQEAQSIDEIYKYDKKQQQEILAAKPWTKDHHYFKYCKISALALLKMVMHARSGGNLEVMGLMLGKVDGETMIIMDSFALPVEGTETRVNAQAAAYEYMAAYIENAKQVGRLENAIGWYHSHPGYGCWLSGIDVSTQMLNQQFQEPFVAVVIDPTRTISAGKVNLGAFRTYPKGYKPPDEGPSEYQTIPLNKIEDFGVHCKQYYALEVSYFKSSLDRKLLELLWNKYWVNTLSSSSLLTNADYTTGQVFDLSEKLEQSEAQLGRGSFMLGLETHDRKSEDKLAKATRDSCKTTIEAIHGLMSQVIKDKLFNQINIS
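Assay system: Purified human Csn5 enzyme expressed in HEK293T cells | Amount: Enzyme 0.24 nM | Measured by: Fluorescence polarization readout | Medium: Tris/NaCl/DTT buffer, pH 7.5 | Compound dosing: One concentration, 12.5 µM, 0.25% DMSO | Times: 90 min incubation of compound, enzyme and substrate at room temperature | Control set: no-enzyme wells high, enzyme-with-substrate wells low | Read-out: % inhibition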
LMPTP block = LMPTP (human) inhibition; P24666; recombinant LMPTP-A, OMFP fluorogenic substrate, fluorescence intensity; inhibition, % at 20 µM; 0.22% of 360,000 active;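 active means compounds that cut the enzyme signal by at least half of the control window in the single-dose screen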;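 further: plate controls were DMSO wells with enzyme plus substrate for no effect and substrate without enzyme for full effect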
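Test system: LMPTP-A, protein tyrosine phosphatase of low molecular weight; Input: 0.625 nM enzyme; Incubation: 50 min dark incubation at room temperature; Signal: endpoint fluorescence intensity from OMFP dephosphorylation; Read-out basis: % inhibition versus control wells.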
Scp1 inh = Scp-1 (human) phosphatase inhibition; Q9GZU7; Recombinant Scp1, phosphopeptide, malachite green phosphate absorbance; inhibition, % at 20 µM; 0.88% of 340,000 active; AID 493091;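 active means inhibition above about 50% at 20 µM, limit read from the data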;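 further: plate controls were DMSO wells with enzyme for no effect and wells lacking enzyme for full effect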
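Incubation: 45 min enzyme reaction at room temperature / System: truncated SCP-1 phosphatase (76-261aa) / Reagent: Phospho 17-mer peptide substrate / Buffer or medium: Acidic Tris acetate buffer with magnesium and detergent / Signal: absorbance at 630 nm / Doses: one concentration, 20 µM, with 1.0% DMSO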
SUMO1 PPI mod = SUMO1-SIM interaction modulation; P63165; SUMO1 binding to a labelled peptide, TR-FRET, 1 h; inhibition, % at 20 µM; 0.33% of 360,000 active; AID 602429; in the data active means inhibition above about 37%
Target sequence (P63165 whole entry, looked up): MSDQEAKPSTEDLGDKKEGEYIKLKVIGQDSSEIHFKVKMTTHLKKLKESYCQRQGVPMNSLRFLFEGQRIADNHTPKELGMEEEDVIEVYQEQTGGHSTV
Rpn11 inh = Rpn11 (human) deubiquitinase inhibition. human 26S proteasome, Ub4-pepOG fluorescence polarization; 20S core pre-blocked with epoxomicin. calls only at 20 µM. 0.59% of 360,000 active;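 active means inhibition at 20 µM, scaled to each plate's controls, above about 33%, limit read from the data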
STEP block = blocks human striatal-enriched tyrosine phosphatase; P54829; recombinant STEP, OMFP fluorogenic substrate, fluorescence; inhibition, % at 20 µM; 0.25% of 360,000 active; AID 588621;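 active means inhibition at 20 µM, scaled per plate between control wells, above about 37%, limit read from the data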;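 further: 0% = DMSO with enzyme and substrate and 100% = substrate only without enzyme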
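medium = Bis-Tris buffer pH 6.0, 2.5 mM DTT, 0.005% Tween 20 | test system = STEP (striatal-enriched tyrosine phosphatase) enzyme, cell-free | measure = normalized % inhibition | compound dosing = 20 µM, 1% DMSO | also added = 25 µM OMFP | schedule = reaction 20 min, ambient temperature | measured by = fluorescence read at 480 nm ex / 540 nm em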
DNMT1 block = DNMT1 (human) enzyme inhibition; DNMT1 molecular beacon, Hinp1I cleavage, fluorescence; P26358; 0.83% of 360,000 active; inhibition (reported as % activation of signal), % at 10 µM; in the data active means inhibition above about 50%
PABP1 MLLE inh = inhibitors of microRNA-mediated deadenylation, human PABP1 MLLE binding; 0.36% of 360,000 active; P11940; GST-MLLE / FITC-PAM2 fluorescence polarization; AID 588489; inhibition, % at 20 µM; in the data active means inhibition above about 35%, passing the limit was not always enough;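 further: plate controls were DMSO wells with GST-MLLE for no effect and wells lacking GST-MLLE protein for full effect; some results filed as inactive read as strong as hits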
Target sequence (P11940 whole entry, looked up): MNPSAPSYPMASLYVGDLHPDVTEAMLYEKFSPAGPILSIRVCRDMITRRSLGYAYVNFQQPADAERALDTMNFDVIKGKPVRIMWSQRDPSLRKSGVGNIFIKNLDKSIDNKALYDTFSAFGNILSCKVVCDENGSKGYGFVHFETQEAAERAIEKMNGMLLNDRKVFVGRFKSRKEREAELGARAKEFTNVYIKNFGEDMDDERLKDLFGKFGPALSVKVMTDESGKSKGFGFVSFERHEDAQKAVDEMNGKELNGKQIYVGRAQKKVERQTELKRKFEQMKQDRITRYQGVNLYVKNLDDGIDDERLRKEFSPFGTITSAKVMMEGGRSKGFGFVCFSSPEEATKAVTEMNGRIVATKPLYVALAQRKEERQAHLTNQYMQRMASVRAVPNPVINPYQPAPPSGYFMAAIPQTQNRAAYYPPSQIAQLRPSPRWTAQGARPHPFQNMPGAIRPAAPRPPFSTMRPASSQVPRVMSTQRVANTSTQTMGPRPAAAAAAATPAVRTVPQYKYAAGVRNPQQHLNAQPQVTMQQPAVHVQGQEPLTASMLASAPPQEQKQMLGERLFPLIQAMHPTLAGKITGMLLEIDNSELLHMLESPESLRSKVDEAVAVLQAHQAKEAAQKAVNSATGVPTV
TbMetRS inhib = blocks T. brucei methionyl-tRNA synthetase activity; purified T. brucei MetRS, ATP depletion, Kinase-Glo luminescence; inhibition, % at 11.9 µM; 0.4% of 360,000 active;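 active means inhibition above a per-plate cutoff of the control wells' mean inhibition plus 3 SD, cut at about 5.5% in these data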;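 further: 0% = DMSO wells median and 100% = median of wells with control inhibitor compound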
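Dosing: 11.9 µM compound single dose, 0.9% DMSO; Assay system: purified T. brucei MetRS enzyme; Measured by: Kinase-Glo luciferase luminescence reporting remaining unconsumed ATP; Schedule: 15 min plus 2 h at 25 °C.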
* marks the source's active call; other numbers are inactive results. Compounds as they come, and some 3.6% of all compounds hit somewhere here.

What do the screens show for `O=C(O)CCSc1nnc(COc2cccc3ccccc23)n1-c1cccc(Cl)c1`?
NadD inh: 7; CSN deneddyl inh: 0; LMPTP block: -0.1; Scp1 inh: -3; SUMO1 PPI mod: 5; Rpn11 inh: inactive; STEP block: 2; DNMT1 block: 0; PABP1 MLLE inh: -68; TbMetRS inhib: 0.5

Results for O=C(Nc1ccc(F)cc1)Nc1ccccc1N1CCCCC1 ?
NadD inh: -4; CSN deneddyl inh: -1; LMPTP block: 2.0; Scp1 inh: -11; SUMO1 PPI mod: -3; Rpn11 inh: inactive; STEP block: 2; DNMT1 block: -2; PABP1 MLLE inh: -3; TbMetRS inhib: -0.6

What do the screens show for `CC12CC3(C)CC(C)(C1)CC(C(=O)NCc1cccnc1)(C2)C3`?
NadD inh: 3; CSN deneddyl inh: -5; LMPTP block: -1.7; Scp1 inh: -7; SUMO1 PPI mod: -1; Rpn11 inh: inactive; STEP block: -1; DNMT1 block: -1; PABP1 MLLE inh: 7; TbMetRS inhib: 0.6

Results for O=C(C1CCC(CNS(=O)(=O)c2cccc3nsnc23)CC1)N1CCN(c2ccccn2)CC1 (stereo not given) ?
NadD inh: -2; CSN deneddyl inh: 1; LMPTP block: 1.5; Scp1 inh: -1; SUMO1 PPI mod: -16; Rpn11 inh: inactive; STEP block: 3; DNMT1 block: 0; PABP1 MLLE inh: 1; TbMetRS inhib: -0.7

Results for CCN(CC)c1ccc2cc(-c3nc4ccccc4[nH]3)c(=O)oc2c1 ?
NadD inh: 7; CSN deneddyl inh: -72; LMPTP block: 2.9; Scp1 inh: -1; SUMO1 PPI mod: 1; Rpn11 inh: inactive; STEP block: inactive; DNMT1 block: active; PABP1 MLLE inh: inactive; TbMetRS inhib: -1.1

What do the screens show for `CCOc1ccc(NC(=O)CN2C(=O)CSC2=O)cc1`?
NadD inh: 0; CSN deneddyl inh: 0; LMPTP block: -0.7; Scp1 inh: -4; SUMO1 PPI mod: 1; Rpn11 inh: inactive; STEP block: 3; DNMT1 block: 1; PABP1 MLLE inh: 18; TbMetRS inhib: 0.7

What do the screens show for `CSc1nc2ccc(NS(=O)(=O)c3c(Cl)cccc3Cl)cc2s1`?
NadD inh: 2; CSN deneddyl inh: 6; LMPTP block: 2.1; Scp1 inh: -5; SUMO1 PPI mod: 3; Rpn11 inh: inactive; STEP block: -4; DNMT1 block: -18; PABP1 MLLE inh: 8; TbMetRS inhib: 0.1

How did COc1ccc(NC(=O)C2(C)CCN2Cc2ccc(OC)c3ccccc23)cc1OC (stereo not given) do in these assays?
NadD inh: -2; CSN deneddyl inh: 1; LMPTP block: -0.2; SUMO1 PPI mod: 2; Rpn11 inh: inactive; STEP block: 0; DNMT1 block: -6; PABP1 MLLE inh: 17; TbMetRS inhib: -0.2

What do the screens show for `C#CCCCCCCC#CCN(C)C`?
NadD inh: 2; CSN deneddyl inh: -6; LMPTP block: -0.9; Scp1 inh: 0; SUMO1 PPI mod: 2; Rpn11 inh: inactive; STEP block: -6; DNMT1 block: 12; PABP1 MLLE inh: -1; TbMetRS inhib: -1.0

Results for CC1Cc2ccccc2N1C(=O)COC(=O)CNC(=O)c1ccc(Br)o1 (stereo not given) ?
NadD inh: 7; CSN deneddyl inh: -2; LMPTP block: -0.3; Scp1 inh: -5; SUMO1 PPI mod: 2; Rpn11 inh: inactive; STEP block: -1; DNMT1 block: 4; PABP1 MLLE inh: -2; TbMetRS inhib: -0.4

How did CC(=O)Nc1ccc2nsnc2c1 do in these assays?
NadD inh: 2; CSN deneddyl inh: -5; LMPTP block: -1.4; Scp1 inh: -16; SUMO1 PPI mod: -21; Rpn11 inh: inactive; STEP block: 5; DNMT1 block: -2; PABP1 MLLE inh: 7; TbMetRS inhib: 0.3

Results for COC(=O)c1cn(Cc2ccc(C(F)(F)F)cc2)cc(F)c1=O ?
NadD inh: -7; CSN deneddyl inh: 1; LMPTP block: -2.3; Scp1 inh: -2; SUMO1 PPI mod: 0; Rpn11 inh: inactive; STEP block: 2; DNMT1 block: 4; PABP1 MLLE inh: 1; TbMetRS inhib: -1.1

What do the screens show for `O=C(Nc1ccc(N2CCCCC2)cc1)C(Cl)c1ccccc1` (stereo not given)?
NadD inh: 8; CSN deneddyl inh: 3; LMPTP block: -1.0; Scp1 inh: -6; SUMO1 PPI mod: 4; Rpn11 inh: inactive; STEP block: -1; DNMT1 block: -4; PABP1 MLLE inh: -11; TbMetRS inhib: -0.1

Results for Cc1ccc(CNC(C)c2ccccc2)cc1 (stereo not given) ?
NadD inh: 0; CSN deneddyl inh: -18; LMPTP block: -3.0; Scp1 inh: 5; SUMO1 PPI mod: -1; Rpn11 inh: inactive; STEP block: -2; DNMT1 block: 4; PABP1 MLLE inh: -4; TbMetRS inhib: -1.0

Results for O=C(NNc1cccc(Cl)n1)Nc1ccccc1F ?
NadD inh: -6; CSN deneddyl inh: 3; LMPTP block: -2.8; Scp1 inh: -7; SUMO1 PPI mod: 3; Rpn11 inh: inactive; STEP block: -5; DNMT1 block: 0; PABP1 MLLE inh: 13; TbMetRS inhib: -0.7

3 records picked at random from the list so far, as already listed:
Results for CC1Cc2ccccc2N1C(=O)COC(=O)CNC(=O)c1ccc(Br)o1 (stereo not given) ?
NadD inh: 7; CSN deneddyl inh: -2; LMPTP block: -0.3; Scp1 inh: -5; SUMO1 PPI mod: 2; Rpn11 inh: inactive; STEP block: -1; DNMT1 block: 4; PABP1 MLLE inh: -2; TbMetRS inhib: -0.4

Results for CCN(CC)c1ccc2cc(-c3nc4ccccc4[nH]3)c(=O)oc2c1 ?
NadD inh: 7; CSN deneddyl inh: -72; LMPTP block: 2.9; Scp1 inh: -1; SUMO1 PPI mod: 1; Rpn11 inh: inactive; STEP block: inactive; DNMT1 block: active; PABP1 MLLE inh: inactive; TbMetRS inhib: -1.1

What do the screens show for `O=C(Nc1ccc(N2CCCCC2)cc1)C(Cl)c1ccccc1` (stereo not given)?
NadD inh: 8; CSN deneddyl inh: 3; LMPTP block: -1.0; Scp1 inh: -6; SUMO1 PPI mod: 4; Rpn11 inh: inactive; STEP block: -1; DNMT1 block: -4; PABP1 MLLE inh: -11; TbMetRS inhib: -0.1

Going on with the list.
What do the screens show for `Cc1nnc(NC(=O)CSc2ncnc3scc(-c4ccccc4)c23)s1`?
NadD inh: 21; CSN deneddyl inh: 5; LMPTP block: 0.0; Scp1 inh: -2; SUMO1 PPI mod: 1; Rpn11 inh: inactive; STEP block: 1; DNMT1 block: 7; PABP1 MLLE inh: 2; TbMetRS inhib: 0.2

What do the screens show for `CC(C)CN(C(=O)CSc1nc(-c2ccccc2)cn1N)c1c(N)n(Cc2ccccc2)c(=O)[nH]c1=O`?
NadD inh: 5; CSN deneddyl inh: 1; LMPTP block: -1.3; Scp1 inh: -2; SUMO1 PPI mod: -2; Rpn11 inh: inactive; STEP block: -2; DNMT1 block: -3; PABP1 MLLE inh: 6; TbMetRS inhib: -0.6

What do the screens show for `O=S(=O)(NCCc1csc(-c2cccnc2)n1)c1cccs1`?
NadD inh: -8; CSN deneddyl inh: -3; LMPTP block: -0.8; Scp1 inh: -16; SUMO1 PPI mod: -5; Rpn11 inh: inactive; STEP block: -2; DNMT1 block: -1; PABP1 MLLE inh: 1; TbMetRS inhib: -0.2

What do the screens show for `COc1cccc(C(=O)NNC(=O)CCc2ccccc2)c1`?
NadD inh: -2; CSN deneddyl inh: 1; LMPTP block: 1.8; Scp1 inh: 1; SUMO1 PPI mod: -4; Rpn11 inh: inactive; STEP block: 1; DNMT1 block: 4; PABP1 MLLE inh: 3; TbMetRS inhib: -1.3

Results for C/C(CC(=O)Nc1ccc(N(C)C)cc1)=N\NC(=O)c1cnccn1 ?
NadD inh: 2; CSN deneddyl inh: -11; LMPTP block: -1.4; Scp1 inh: 7; SUMO1 PPI mod: -9; Rpn11 inh: inactive; STEP block: 3; DNMT1 block: -4; PABP1 MLLE inh: 0; TbMetRS inhib: -0.9

What do the screens show for `COc1ccc(CCC(=O)Nc2nc(C)c(C(=O)N(C)C)s2)cc1`?
NadD inh: -4; CSN deneddyl inh: -1; LMPTP block: -1.2; Scp1 inh: -1; SUMO1 PPI mod: 7; Rpn11 inh: inactive; STEP block: 4; DNMT1 block: 0; PABP1 MLLE inh: -11; TbMetRS inhib: -0.4

What do the screens show for `COc1ccc(N2C(c3ccsc3)=Cc3cc4c(cc3C2c2c[nH]c3ccccc23)OCO4)cc1` (stereo not given)?
NadD inh: 17; CSN deneddyl inh: 6; LMPTP block: 5.8; SUMO1 PPI mod: -13; TbMetRS inhib: 0.3

How did NC(=O)Nc1ccc(C(=O)N2CCN(S(=O)(=O)Cc3ccccc3)CC2)cc1 do in these assays?
NadD inh: -4; CSN deneddyl inh: -6; LMPTP block: -0.1; Scp1 inh: 0; SUMO1 PPI mod: -1; Rpn11 inh: inactive; STEP block: -2; DNMT1 block: 2; PABP1 MLLE inh: 8; TbMetRS inhib: -0.1

Results for CC(C)C(C)NC(=O)COc1ccc(S(=O)(=O)N2CCOCC2)cc1Cl (stereo not given) ?
NadD inh: 0; CSN deneddyl inh: -4; LMPTP block: -0.5; Scp1 inh: 2; SUMO1 PPI mod: -3; Rpn11 inh: inactive; STEP block: -1; DNMT1 block: 1; PABP1 MLLE inh: -10; TbMetRS inhib: -0.2

What do the screens show for `COC(=O)[C@@]1(Cc2ccc(OC)cc2)[C@H]2c3cc(C(=O)N4CCCC4)n(CCc4c[nH]c5ccccc45)c3C[C@H]2CN1C(=O)c1ccccc1`?
NadD inh: 20; CSN deneddyl inh: 2; LMPTP block: 4.6; SUMO1 PPI mod: 0; TbMetRS inhib: -0.4

What do the screens show for `Cc1ccccc1Cn1c(C)c(C(=O)NCc2cccc(Cl)c2)sc1=O`?
NadD inh: -8; CSN deneddyl inh: -3; LMPTP block: 2.2; SUMO1 PPI mod: 2; Rpn11 inh: inactive; STEP block: 1; DNMT1 block: -6; PABP1 MLLE inh: 9; TbMetRS inhib: 0.0

From PubChem
